Thrombin inh: human alpha-thrombin inhibitors, primary screen, counter-screen for coagulation protease inhibitor project, biochemical, 1536-well, fluorogenic AMC substrate; Prothrombin (Homo sapiens), P00734; inhibition, % at 5 µM; AID 1046, 2008; 220,000 tested, 0.26% active; Boc-VPR-AMC fluorogenic substrate cleavage;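 active = inhibition at or above 40%; inactive = inhibition below 40%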;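 also: 0% = enzyme with no compound and 100% = wells without enzyme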
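System – human alpha-thrombin protein · Reagent – Boc-VPR-AMC substrate, 15 µM final · Compound – 5 µM single dose in 0.2% DMSO · Schedule – reaction at room temperature · Technique – AMC fluorescence at 355 nm excitation and 460 nm emission · Read-out basis – % inhibition relative to enzyme controls and enzyme-free blanks · Control set – no-compound enzyme wells and no-enzyme blanks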
Furin inh: human furin inhibitors, primary screen, biochemical, fluorescence intensity; P09958; purified furin, fluorogenic substrate cleavage; inhibition, % at 30 µM; 220,000 tested, 0.061% active; AID 463115, 2010; in the data active = inhibition above about 25%; also: inactives centre near -15
KCC2 mod: KCC2 cotransporter modulators, thallium flux, primary screen, cell-based, HEK293 KCC2, FluoZin-2 fluorescence, MLSMR | KCC2 cells, thallium flux FluoZin-2 fluorescence | B-score of Tl+ flux slope (higher = more flux/activation; lower = inhibition) at 10 µM | 190,000 tested, 2.2% active | AID 1456, 2008;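 active = thallium flux slope and its plate-corrected score both differing from the plate sample mean at a set confidence after two filtering rounds, in either direction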;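 also: slope of fluorescence scaled to starting intensity during 10 to 20 s after thallium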
Target sequence (Q9H2X9 whole entry, looked up): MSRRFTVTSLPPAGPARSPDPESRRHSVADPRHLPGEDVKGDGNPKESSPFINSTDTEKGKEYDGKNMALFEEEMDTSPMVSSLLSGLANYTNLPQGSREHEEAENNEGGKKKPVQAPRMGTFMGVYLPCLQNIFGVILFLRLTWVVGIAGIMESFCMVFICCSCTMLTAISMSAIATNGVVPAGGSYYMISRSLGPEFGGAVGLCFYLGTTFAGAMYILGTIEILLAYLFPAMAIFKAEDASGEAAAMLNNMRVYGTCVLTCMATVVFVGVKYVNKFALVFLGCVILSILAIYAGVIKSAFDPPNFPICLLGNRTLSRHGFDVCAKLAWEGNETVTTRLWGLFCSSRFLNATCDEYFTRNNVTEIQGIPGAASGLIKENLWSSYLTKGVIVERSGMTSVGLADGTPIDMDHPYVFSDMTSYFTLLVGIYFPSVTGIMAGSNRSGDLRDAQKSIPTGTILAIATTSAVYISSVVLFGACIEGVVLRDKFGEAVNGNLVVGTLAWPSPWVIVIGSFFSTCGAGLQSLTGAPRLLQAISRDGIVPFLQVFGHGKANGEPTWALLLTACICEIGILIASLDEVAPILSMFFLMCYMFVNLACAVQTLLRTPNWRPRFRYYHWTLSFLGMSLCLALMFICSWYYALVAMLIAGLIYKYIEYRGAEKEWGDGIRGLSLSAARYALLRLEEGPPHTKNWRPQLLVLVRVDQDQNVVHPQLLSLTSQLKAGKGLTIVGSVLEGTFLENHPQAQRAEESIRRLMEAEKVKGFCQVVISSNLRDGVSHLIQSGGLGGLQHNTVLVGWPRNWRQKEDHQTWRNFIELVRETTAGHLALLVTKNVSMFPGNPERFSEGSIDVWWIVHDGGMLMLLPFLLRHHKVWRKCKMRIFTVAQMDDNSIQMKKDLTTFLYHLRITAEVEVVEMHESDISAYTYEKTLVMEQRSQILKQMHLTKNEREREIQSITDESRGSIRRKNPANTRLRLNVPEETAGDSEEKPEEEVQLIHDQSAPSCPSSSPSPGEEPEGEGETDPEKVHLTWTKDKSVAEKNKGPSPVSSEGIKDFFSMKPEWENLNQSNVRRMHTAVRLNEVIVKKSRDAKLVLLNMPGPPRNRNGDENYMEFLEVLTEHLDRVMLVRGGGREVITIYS
PPC-1+TRAIL kill: compounds killing PPC-1 cancer cells with TRAIL present, primary screen, TRAIL potentiator project, ATPLite luminescence, uHTS; cell killing (% activity), % at 4 µM; PPC-1 cells + TRAIL, ATPLite viability luminescence; 220,000 tested, 0.41% active;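 active = cell killing above 50% in the first pass at 4 µM, then a duplicate retest at 5 µM averaging 50% or more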;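 also: plate controls were cells with TRAIL plus DMSO for no effect and medium-only wells lacking cells for full effect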
EBV gp42 inh: Epstein-Barr virus gp42 inhibitors, primary screen, biochemical, uHTS, fluorescence polarization. inhibition, % (tested at 21.74 µM). 220,000 tested, 0.42% active. Fluorescence polarization binding assay, mP read-out. Glycoprotein 42 (Epstein-Barr virus (strain AG876)), Q1HVG2; in the data active = inhibition above about 50%
Calpain2 inh: inhibitors of pig calpain II, primary screen, biochemical, fluorogenic peptide substrate, 1536-well; inhibition, % at 16 µM; 220,000 tested, 0.37% active; AID 1236, 2008; purified calpain II, 30 min;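 active = inhibition above about 50%, limit read from the data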
TRPML3 ag: human TRPML3 channel agonists, primary screen, cell-based, HEK293 TRPML3-YFP, Fluo-8 calcium fluorescence, 3 µM; Mucolipin-3 (Homo sapiens), Q8TDD5; 100% = the carbachol control signal; activation, % at 3 µM; 220,000 tested, 0.29% active; AID 1448, 2008;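 active = activation above its plate's cutoff, the mean activation of the plate's test wells plus 3 SD, cut at about 12% in these data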;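 also: 0% = DMSO only wells and 100% = carbachol wells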
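Test system: TRPML3-YFP stable HEK293 cells. Doses: single point at 3 µM. Incubation: dye loading 1 h 37 °C then 30 min ambient, 125 s read. Signal: Fluo-8 calcium dye fluorescence, ex 470-495, em 515-575 nm. Measure: percent activation from peak-to-basal fluorescence ratio, scaled between DMSO and carbachol.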
Tb hexokinase: Trypanosoma brucei hexokinase 1 inhibitors, primary screen, biochemical, G6PDH-coupled NADH absorbance, MLSCN library; recombinant TbHK1, G6PDH-coupled NADH A340; inhibition, % at 10 µM; 220,000 tested, 0.11% active;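 active = inhibition of 50% or more in the single-dose primary screen; inactive = inhibition below 50%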
zfTRPN1 agonist: zebrafish TRPN1 channel agonists, primary screen, cell-based, HEK293, calcium fluorescence; transient receptor potential cation channel N1 (TRPN1/NompC), Danio rerio; HEK293 zebrafish TRPN1-YFP, Fluo-8 calcium fluorescence; 100% = response to 87 µM carbachol; activation, % at 3 µM; 220,000 tested, 0.18% active;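 active = activation above its plate's cutoff, the mean activation of test wells on that plate plus 3 SD, cut at about 19% in these data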;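 also: 0% = DMSO alone and 100% = 87 µM carbachol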
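Material: zebrafish TRPN1-YFP in HEK293 cells. Doses: one dose of 3 µM, 0.3% DMSO. Incubation: dye 1 h 37 °C plus 30 min RT. Measured by: intracellular calcium fluorescence with Fluo-8.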
* marks the source's active call; other numbers are inactive results; i = inactive; nt = no result given; [ ] = remark or other dose.

Values run as follows: Thrombin inh, Furin inh, KCC2 mod, PPC-1+TRAIL kill, EBV gp42 inh, Calpain2 inh, TRPML3 ag, Tb hexokinase, zfTRPN1 agonist
1. CC(NC(=O)CN1CCC(C(N)=O)CC1)c1ccccc1 (centres undefined)
    1, -25, nt, 15, -7, -24, 0.4, -4, 1.4
2. CCN(CC)S(=O)(=O)c1ccc2c(c1)nc(CCC(=O)OCC(=O)N1CCc3ccccc31)n2C
    -1, -5, nt, 8, -7, 26, -1.0, 4, 3.0
3. Cc1ccc(-c2[nH]nc3c2C(c2ccccc2OC(=O)N2CCOCC2)C(C#N)=C(N)O3)cc1 (centres undefined)
    11, -34, -1, nt, 2, -18, -0.1, -6, 0.2
4. COc1ccc(C)cc1NC(=O)c1ccc(NS(=O)(=O)c2cccc3cccnc23)cc1
    -7, 0, 0.73, 1, -19, -23, 1.2, -12, 2.5
5. CC(=O)NC12CC3CC(C1)CC(C(=O)OCC(=O)Nc1ncc(Cl)c(C)c1Cl)(C3)C2
    -3, -13, -0.87, 10, 1, -127, 0.3, 2, 1.1
6. C/C(=C\C(=O)c1ccc(Br)cc1)NCc1ccc(C)cc1
    -7, -21[20 µM], nt, -8, 7, 21, 0.7, -9, 2.2
7. CC1=C(C(=O)OCC(C)C)C23C(=O)c4ccccc4C2(O1)OC(N)=C3C#N (centres undefined)
    -3, -10, -1.3, 21, 13, 59*, -1.1, 5, -0.5
8. Cc1ccnc(NC(=O)CCCOc2ccccc2)c1
    -5, -20, nt, 3, 3, 13, 0.1, 0, 0.2
9. CC(C)c1onc(C(=O)Nc2cccc(O)c2)c1[N+](=O)[O-]
    0, -31, 0.22, 20, 1, 6, -0.4, -5, 1.0
10. CCc1cc(CNC(=O)CC2C(=O)NCCN2Cc2cccc(OC)c2)on1 (centres undefined)
    -6, -15, -0.35, -12, 9, -36, 1.0, -8, 0.4
11. Cc1cc(C)c(C#N)c(SCC(=O)NC2CC2)n1
    -12, -18, -0.089, 10, -12, -16, 0.6, -5, 0.4
12. CC1C/C(=N/Nc2ccc([N+](=O)[O-])cc2[N+](=O)[O-])CC(C)(C)C1 (centres undefined)
    2, -10[20 µM], -0.88, 16, -3, -14, 0.7, -3, 0.1
13. COc1ccc(NC(=O)Cn2nnc(-c3ccccc3NC(=O)C3CC3)n2)cc1
    2, -10, -2.4, -8, -16, -6, 0.5, 2, 1.5
14. Cc1cccc(NC(=O)Cn2cnc3c(oc4ccccc43)c2=O)c1C
    -10, -21, 0.29, 8, -8, -10, 0.1, -2, 1.2
15. N#Cc1cc(-c2ccccc2)oc1/N=C/c1ccccc1O
    -2, -8[20 µM], nt, 28, 18, -83, 0.0, 1, -0.6
16. CCCN(CCC)S(=O)(=O)c1cccc(-c2csc(C)n2)c1
    0, -12, -2.1, 1, -13, -70, 1.1, -8, -2.5
17. CCCN1C(=O)CC(Sc2ncccc2C(=O)O)C1=O (centres undefined)
    0, -5, 0.012, 14, -18, -3, 0.8, -10, 1.2
18. O=C(O)c1cnn2cc(-c3[nH]ncc3[N+](=O)[O-])cnc12
    -11, -3, 0.56, -7, -9, -5, 0.3, -10, -0.2
19. CC(O)CNCc1cccc2ccccc12 (centres undefined)
    2, -21[20 µM], -0.46, 29, -12, 18, 1.2, 4, 0.1
20. COc1ccc(/C=N/N=C/c2ccc(OC)c(O)c2)cc1O
    7, -13, -0.9, 16, -23, 10, 0.6, -12, 1.9
21. Cc1[nH]c(=O)[nH]c(=O)c1Cc1cccc2ccccc12
    -2, -23, -1.1, -1, -14, 17, 0.6, 0, -0.2
22. Cc1cc([N+](=O)[O-])cc(/C=N\NC(=O)C2COc3ccccc3O2)c1O (centres undefined)
    2, -21, -0.24, -8, -2, -11, 0.7, -2, 4.3
23. O=C(Cn1cc2c(n1)CCCC2)NCc1cccnc1
    -5, -19, 2.9, 18, -9, 1, -0.1, -3, 0.4
24. CC1(C)Cc2c(sc3ncnc(NNC(=S)NCc4ccccc4)c23)CO1
    -4, -28, -0.22, 13, -10, 3, 0.2, -6, 0.2
25. CN1CCC(N(C)C(=S)NCCc2ccccc2)CC1
    -5, -20, 0.92, 17, -11, -6, 1.6, -1, 2.2
26. O=C(COC(=O)C1CC1)Nc1ccccc1Sc1ccccc1
    -7, -6, -0.47, 9, -14, -4, -0.4, -1, -1.7
27. CSc1ccc(C2C3(C#N)C(N)=NC4(OCCO4)C23C#N)cc1 (centres undefined)
    -3, -26, nt, 18, -10, -14, 1.3, -1, 0.8
28. CC1CCN(S(=O)(=O)c2ccc(C(=O)NCc3cccnc3)cc2)CC1
    -11, -15, -0.31, 18, -4, 8, 1.5, -4, -0.9
29. OCCCCNCc1ccc(OCc2ccccc2Cl)cc1
    4, -1[20 µM], 0.088, 14, -23, 6, 0.6, 5, 1.9
30. Cc1c(CC(=O)O)c(=O)oc2cc(OCc3nn[nH]n3)ccc12
    2, -48[20 µM], 0.36, 10, 6, i, 0.4, -23, 1.2

Record cards (already shown).
Profile of CCN(CC)S(=O)(=O)c1ccc2c(c1)nc(CCC(=O)OCC(=O)N1CCc3ccccc31)n2C = Thrombin inh: -1; Furin inh: -5; KCC2 mod: nt; PPC-1+TRAIL kill: 8; EBV gp42 inh: -7; Calpain2 inh: 26; TRPML3 ag: -1.0; Tb hexokinase: 4; zfTRPN1 agonist: 3.0
Profile of O=C(COC(=O)C1CC1)Nc1ccccc1Sc1ccccc1 = Thrombin inh: -7; Furin inh: -6; KCC2 mod: -0.47; PPC-1+TRAIL kill: 9; EBV gp42 inh: -14; Calpain2 inh: -4; TRPML3 ag: -0.4; Tb hexokinase: -1; zfTRPN1 agonist: -1.7

Remaining list, next part:
Values run as follows: Thrombin inh, Furin inh, KCC2 mod, PPC-1+TRAIL kill, EBV gp42 inh, Calpain2 inh, TRPML3 ag, Tb hexokinase, zfTRPN1 agonist
31. Cc1ccccc1NC(=O)CNc1ccc(Cl)c(C(F)(F)F)c1
    4, -7, -0.6, 20, -33, -4, -0.1, 5, 1.6
32. COC(=O)[C@@H]1C[C@@]2(O)[C@@H](O)[C@@H](O)[C@@H](O)C[C@H]2N1CC(c1ccccc1)c1ccccc1
    2, -28, 0.29, 0, -23, -12, nt, -11, nt
33. O=C(CSCc1ccccc1)NCc1ccc2c(c1)OCO2
    -4, -10[20 µM], 0.58, 5, -10, 1, -0.1, -6, -0.6
34. O=C(COC(=O)CNC(=O)c1ccccc1F)NCCC1=CCCCC1
    -3, -18, -0.39, -1, 0, 9, 0.7, 1, -0.4
35. CCn1c(N2CCC(C)CC2)nc2c1c(=O)n(C)c(=O)n2C
    0, -41, -0.17, -7, -5, 6, 0.5, 1, 0.4
36. CCOC(=O)c1cnc(SCC(=O)N2CCN(c3ccccc3)CC2)nc1N
    -4, -17[20 µM], -0.017, 1, -12, 6, 0.5, 6, 0.0
37. Cc1cc(C)n2c(SCC(=O)Nc3ccccc3)nnc2n1
    -7, -6, 0.071, 39, -2, -5, 0.9, -2, 0.1
38. CC(C)NC(=S)N1CCN(S(C)(=O)=O)CC1
    -6, -20, -0.89, 4, 2, 18, -0.1, -3, -1.9
39. COc1ccc(CN2C(=O)C(C)S/C2=N/N=C/c2ccco2)cc1 (centres undefined)
    0, -19, -1.8, -15, -29, 0, -0.3, -29, -0.7
40. CCCn1c(C)cc(C(=O)COC(=O)c2cc(S(=O)(=O)NCC(C)C)c(Cl)cc2Cl)c1C
    -4, -9[20 µM], -0.45, -11, -17, 32, 0.4, -3, -0.6
41. CCCCOc1ccc(C(=O)NC(=S)Nc2ccc(CN3CCOCC3)cc2)cc1
    -5, -13, 0.85, 20, -13, -10, 0.8, -11, 1.3
42. Fc1ccc(-n2cc(-c3ccccc3)c3c(N4CCOCC4)ncnc32)cc1
    -2, -30, 0.02, 5, 7, -2, 0.1, -1, 0.3
43. COc1cc(Cl)ccc1NC(=S)N(CCN1CCOCC1)C1CCN(C(C)=O)CC1
    -15, -16, -0.93, 4, 2, 3, 1.2, 0, -1.1
44. COc1ccccc1NC(=S)N(Cc1ccccc1)Cc1cccnc1
    -10, -9, 0.072, 22, -8, -18, -0.6, 0, -0.4
45. COc1cc(NC(=O)Cc2cccs2)cc(OC)c1
    0, -26[20 µM], 0.01, -2, -3, -10, 0.6, 8, 0.9
46. CCOC(=O)C1=C(C)NC(=O)NC1/C(C)=C/c1ccccc1 (centres undefined)
    -1, -26, 0.49, -8, -24, -49, 0.8, 4, 1.6
47. CC1CCC2(CC1)NC(=O)N(CC(=O)c1cccn1C)C2=O (centres undefined)
    -4, -18[20 µM], 0.67, 2, -7, 2, 0.3, 2, -1.0
48. O=C(CSc1nnc(-c2ccc(Br)cc2)n1CCc1ccccc1)NC1CCS(=O)(=O)C1 (centres undefined)
    -2, -16, -0.06, 22, -27, -8, 2.0, 10, 1.6
49. O=c1/c(=C/c2ccc([N+](=O)[O-])cc2)sc2n1CCCN=2
    -3, -16[20 µM], -0.021, 1, 11, -32, 0.8, -21, 1.1
50. O=C(CCc1ccccc1)Nc1cc(NC(=O)CCc2ccccc2)cc(C(=O)O)c1
    1, -20, 1.1, 25, 12, -21, 0.7, -6, 1.1
51. CCOC(=O)CN1C(=O)S/C(=C/c2ccc(OC)c([N+](=O)[O-])c2)C1=O
    -5, -16, -0.3, 19, 8, 28, -0.2, -3, 0.1
52. CCOC(=O)N1CCC(NC(=O)C2CCCN(C(=O)N3CCOc4ccccc43)C2)CC1 (centres undefined)
    5, -8, 0.055, -9, -17, -1, 0.7, -3, 2.0

Pulled one by one from the entries so far:
Values run as follows: Thrombin inh, Furin inh, KCC2 mod, PPC-1+TRAIL kill, EBV gp42 inh, Calpain2 inh, TRPML3 ag, Tb hexokinase, zfTRPN1 agonist
35. CCn1c(N2CCC(C)CC2)nc2c1c(=O)n(C)c(=O)n2C
    0, -41, -0.17, -7, -5, 6, 0.5, 1, 0.4
33. O=C(CSCc1ccccc1)NCc1ccc2c(c1)OCO2
    -4, -10[20 µM], 0.58, 5, -10, 1, -0.1, -6, -0.6

Screening data as filed in PubChem BioAssay.

Compounds as they come. About 3.6% of those tested had a hit in this group.
